Assay outcomes: PubChem BioAssay, several laboratories
MazF activator – MazEF (E. coli) toxin RNase activation | P0AE70 | FAM/BHQ RNA-DNA oligo cleavage fluorescence, 5 h | activation, % at 20 µM | 350,000 compounds, 0.32% hits | AID 504720; in the data active = activation above about 50%
Target sequence (P0AE70 whole entry, looked up): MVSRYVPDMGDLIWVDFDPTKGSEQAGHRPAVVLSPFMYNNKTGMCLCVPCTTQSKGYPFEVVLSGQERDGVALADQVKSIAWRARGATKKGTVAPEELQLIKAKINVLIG
SSB-PriA inh – inhibitors of Klebsiella pneumoniae PriA binding to SSB C-terminal tail | AlphaScreen SSBct-PriA binding, biotinylated peptide | inhibition, % at 33 µM | 430,000 compounds, 0.6% hits; in the data active = inhibition mostly above about 37%, no sharp cut-off; inactive = mostly below about 20%;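 note: plate controls were negative control peptide for no effect and reference peptide for full effect; strong numbers were not always called active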
TcdB GH inh – inhibitors of Clostridioides difficile toxin B glycohydrolase | P18177 | 350,000 compounds, 0.24% hits | TcdB glycohydrolase enzymatic assay, plate reader | inhibition, % at 9.99 µM; in the data active = inhibition above about 10%
SARS 3CLpro inh – SARS-CoV 3CLpro protease inhibition; P0C6X7; recombinant SARS-CoV 3CLpro, quenched FRET peptide cleavage; inhibition, % at 6 µM; 290,000 compounds, 0.14% hits; in the data active = inhibition above about 12%
Rv3671c protease – inhibitors of M. tuberculosis serine protease Rv3671c; P9WHR9; inhibition, % at 5.96 µM; 320,000 compounds, 0.048% hits; in the data active = inhibition above about 38%;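 note: extracellular domain of Rv3671c used as enzyme; 0% = enzyme with DMSO and 100% = no enzyme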
Target sequence (P9WHR9 whole entry, looked up, the tested form may be a part): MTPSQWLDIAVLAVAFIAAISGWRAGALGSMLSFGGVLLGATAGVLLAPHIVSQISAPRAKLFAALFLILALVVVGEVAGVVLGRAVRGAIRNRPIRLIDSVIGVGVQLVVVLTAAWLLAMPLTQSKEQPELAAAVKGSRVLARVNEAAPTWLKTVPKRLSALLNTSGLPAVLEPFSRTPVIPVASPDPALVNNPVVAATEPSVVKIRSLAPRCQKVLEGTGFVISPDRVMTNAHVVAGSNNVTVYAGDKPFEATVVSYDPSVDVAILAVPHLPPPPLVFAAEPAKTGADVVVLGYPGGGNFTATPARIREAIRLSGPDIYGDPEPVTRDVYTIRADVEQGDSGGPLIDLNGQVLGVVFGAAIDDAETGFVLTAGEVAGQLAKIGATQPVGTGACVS
Y pestis TopoI – Y. pestis Topo-I inhibition via cleavage products; Y. pestis Topo-I cleavage product accumulation, plate reader; activity, % at 10 µM; 360,000 compounds, 0.064% hits; AID 504884; in the data active = activity above about 50%, passing the limit was not always enough; note: inactives centre near 2
VHR inh abs – blocks human VHR1 dual specificity phosphatase. inhibition, % at 13.3 µM. AID 1654. recombinant VHR phosphatase, pNPP absorbance. 290,000 compounds, 0.52% hits. P51452; in the data active = inhibition above about 50%; note: some compounds called inactive have numbers as strong as hits
Target sequence (P51452 whole entry, looked up): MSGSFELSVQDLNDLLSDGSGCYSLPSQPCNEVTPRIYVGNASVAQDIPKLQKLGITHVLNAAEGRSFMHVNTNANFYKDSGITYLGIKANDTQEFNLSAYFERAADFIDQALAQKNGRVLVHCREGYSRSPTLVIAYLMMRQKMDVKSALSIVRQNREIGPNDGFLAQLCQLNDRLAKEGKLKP
PfHsp40 rescue – restores yeast growth despite PfHsp40 toxicity; S. cerevisiae expressing PfHsp40, growth rescue, ATP luminescence; growth rescue, % at 12.5 µM; 340,000 compounds, 0.68% hits; AID 504582; in the data active = growth rescue above about 28%, passing the limit was not always enough;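 note: yeast W303a lacking pdr1 and pdr3 grown in galactose medium; growth measured after three days at 30 °C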
Vc quorum ag – inducers of Vibrio cholerae quorum light production without autoinducers; V. cholerae BH1578 lux reporter, luminescence, 6 h; activation, % at 18.7 µM; 350,000 compounds, 0.16% hits; AID 588436; in the data active = activation mostly above about 9.7%, no sharp cut-off; note: not every result past the cut was called active; inactives centre near 0; reference of the scale not given here
Anthrax LF prot – inhibitors of Bacillus anthracis lethal factor protease; multiplex microsphere protease cleavage assay, LF; P15917; inhibition, % at 10 µM; AID 588501; 360,000 compounds, 0.12% hits; in the data active = inhibition above about 30%; note: plate controls were buffer without enzyme for full effect and enzyme alone for no effect
An asterisk follows results filed as active; i = inactive; nt = not tested or not shown; & = joins results of further samples.

SMILES	MazF activator	SSB-PriA inh	TcdB GH inh	SARS 3CLpro inh	Rv3671c protease	Y pestis TopoI	VHR inh abs	PfHsp40 rescue	Vc quorum ag	Anthrax LF prot
CCCC(=O)Nc1cc2c3c(c1)CC(=O)N3CCC2	0	-1	3.4	-3	-9	-2	4	0.6	4.8	1
O=C(c1nc2ccccn2c1CN1CCN(c2ccccc2O)CC1)N1CCCC1	2	2	4.7	2	-4	4	16	1.5	nt	-2
O=C(Cn1nnc(-c2cc(C(F)(F)F)cc(C(F)(F)F)c2)n1)NNC(=S)Nc1ccc(Cl)cc1	5	-2	0.0	5	13	-8	-19	20	i	-6
COc1ccc(N2C(N)=NC(N)=NC23CCCC3)cc1	7	-9	nt	1	3	-4	29	-2.0	i	5
O=C(Cn1c(=O)sc2ccccc21)NCc1ccco1	-3	-7	nt	3	2	5	10	0.2	14	0
C[C@@H]1CN([C@H](C)CO)C(=O)CCCn2nncc2CO[C@@H]1CN(C)S(=O)(=O)c1ccc(-n2cccn2)cc1	-3	nt	-0.1&-0.2	nt	nt	15	nt	nt	-0.4	-1
COc1ccc([C@@H]2C[C@H]3CN(Cc4ccccc4OC)C(=O)[C@]34CCCN24)cc1C	3	9	0.6	2	-13	17	17	-0.4	-0.4	8
CCOC(=O)/C(C#N)=C/c1cccc([N+](=O)[O-])c1	6	4	1.4	-3	-8	-5	20	-1.0	i	2
CCc1c(C)nc2nc(SCc3ccccc3)[nH]n2c1=O	13	1	-1.1	-2	-1	0	14	nt	-0.5	8
CC(Oc1ccc(Cl)cc1Cl)C(=O)Nc1cccnc1 (stereo unspecified)	3	-6	nt	5	5	11	8	0.3	-0.5	-5
CCCCCc1ccc(-c2cn(CCCOCc3ccccc3)nn2)cc1	-9	-17	0.2	-2	-3	25	-14	0.4	i	-3
Nc1nc(N2CCN(c3ccccc3)CC2)n[nH]1	4	-11	0.4	0	10	3	17	0.8	i	0
CCCCOc1ccc(N2C(=O)CC(N(O)c3ccccc3)C2=O)cc1 (stereo unspecified)	2	-1	nt	1	-8	5	19	0.0	-0.2	-2
O=C(O)C(Oc1ccc(Cl)cc1)c1ccc(Cl)cc1 (stereo unspecified)	4	-9	2.8	nt	nt	1	nt	-1.0	i	-1
OCCNCCOCCOc1ccccc1-c1ccccc1	8	-12	nt	-3	-1	-2	2	0.7	0.1	0
Cc1ccc(Nc2c(-c3cccnc3)nc3ccc(Br)cn23)cc1	9	-14	0.5	1	12	10	-15	-0.3	i	-9
CC(CC(=O)O)CC(=O)Nc1cccc([N+](=O)[O-])c1 (stereo unspecified)	-7	-19	-0.5	-3	-4	-8	13	-0.2	i	-3
NC(=O)CC[C@H](NC(=O)c1ccc(F)cc1)C(=O)N1CCN(Cc2ccc3c(c2)OCO3)CC1	6	-5	0.0	nt	0	6	nt	-1.3	i	-6
O=C(Nc1cccc(S(=O)(=O)N2CCCCC2)c1)c1ccc(S(=O)(=O)C(F)F)cc1	5	3	1.3	5	-12	8	16	0.1	-0.1	-1
O=C(Cn1cnc2c(NC(=O)OCc3ccccc3)ncnc21)NCCN1CCOCC1	-3	-1	-1.2	nt	3	3	nt	0.5	i	2
CC(OC(=O)C1CC=CCC1C(N)=O)C(Cl)=C(Cl)Cl (stereo unspecified)	2	-13	nt	-4	6	-4	3	0.4	-2.0	0
CC(C)OC(=O)CSc1nc(N2CCOCC2)c2c(c1C#N)CC(C)(C)OC2	1	-3	1.2	0	-4	6	-5	-0.3	-2.2	1
Cc1ccc(Cn2c(CCNc3nc(-c4ccc(Cl)c([N+](=O)[O-])c4)cs3)nc3cc(C(=O)NCCCO)ccc32)cc1	11	-4	nt	nt	-2	34	nt	0.2	-0.3	-8
CN(C(=O)CSc1nc(-c2ccc(C(C)(C)C)cc2)c(C#N)c(=O)[nH]1)C1CCCCC1	7	10	-1.7	4	-3	20	11	1.2	i	-4
Cn1c(NCc2ccco2)nc2c1c(=O)n(Cc1ccc(Cl)c(Cl)c1)c(=O)n2C	4	-10	nt	1	-3	-10	6	-0.1	-0.5	-3
O=C(c1ccco1)N1CCN(C(=O)c2cc(Cl)nc3ccccc23)CC1	-4	-1	1.7	nt	-2	5	nt	0.5	i	2
CS(=O)(=O)N1CCN(c2ccccc2NC(=O)Cc2ccccc2)CC1	-1	-11	nt	0	-2	5	7	0.6	-0.6	-6
CCN(CC)CCNc1nc(-c2ccc(OC(F)F)cc2)c(C)s1	9	8	1.6	2	-6	-5	-2	-1.4	-0.2	-4
COc1ccc(NS(=O)(=O)c2csc(C(=O)N3CCCC3)c2)c(OC)c1	7	-9	-1.6	0	-7	-8	12	-0.3	i	4
CC(CCc1ccccc1)NC(=O)/C=C/c1ccc(Cl)cc1 (stereo unspecified)	-1	9	nt	-4	-12	9	-8	2.9	i	-1
COc1ccc(C2N(C(C)=O)CCCN2S(=O)(=O)c2ccc(C)cc2)cc1 (stereo unspecified)	-12	-21	0.7	-5	3	0	18	-0.5	-0.2	-1
O=C1c2ccccc2C(=O)N1CSc1nnc(Nc2ccccc2F)s1	1	3	1.0	1	-21	6	-18	-0.8	i	1
CCN(CC(=O)NCc1ccc(F)cc1)S(=O)(=O)c1ccc(C)cc1	4	1	-1.4	3	-6	3	2	0.5	8.3	-1
CCC(C)[C@H](NC(=O)NCc1ccccc1)C(=O)O (stereo partly specified)	3	-18	nt	0	-8	-6	10	0.2	i	-5
O=C1NC2(CCCCCC2)C(=O)N1Cc1ccc(Br)cc1	5	-1	0.9	4	3	-7	-14	-1.4	i	-1
Cc1sc2nc[nH]c(=S)c2c1-c1ccccc1	6	9	2.3	-1	0	7	19	-1.7	i	0
O=S(=O)(Nc1ccc(-c2cn3cccnc3n2)cc1)c1ccccc1	-13	-8	-2.1	4	-6	5	31	-0.5	-0.2	-4
O[C@H]1C2CCC1C(N1CCCCC1)CC2 (stereo partly specified)	8	-8	nt	0	4	-2	7	-1.6	-0.4	-4
CCOC(=O)Cc1csc(NC(=O)Cc2ccccc2)n1	-3	0	0.1	1	-4	10	13	-0.8	-0.3	-4
O=C(NCc1nc(-c2ccc(C(F)(F)F)cc2)no1)Nc1ccc(F)cc1F	-20	-10	0.2	-1	-3	0	20	-0.6	-0.2	nt
COc1ccc2c(c1)c(=O)oc1c(C)c(OC(C)C(=O)N[C@@H](Cc3c[nH]c4ccc(O)cc34)C(=O)O)ccc12 (stereo partly specified)	-5	7	1.6	8	-12	4	12	0.3	-0.4	-6
Cn1c(=O)c2nnn(/N=C(\c3ccccc3)C3CC3)c2n(C)c1=O	3	nt	nt	-4	1	4	19	1.0	nt	0
Cc1ccc2oc(C(=O)N(Cc3ccc(N(C)C)cc3)CC3CCCO3)c(C)c2c1 (stereo unspecified)	2	16	0.7	-5	0	21	-15	14	i	0
CCc1ccc(N2C(=O)/C(=C/c3cccs3)N(CC(=O)OC)C2=S)cc1	1	-24	1.6	9	3	2	25	-0.2	0.7	-1
C/C(CCC(C)C)=N\Nc1ccc(S(N)(=O)=O)cc1[N+](=O)[O-]	3	nt	-3.4	5	2	-3	-2	0.3	i	-5
O=C(O)c1cccc(NS(=O)(=O)/C=C/c2ccccc2)c1	6	-17	nt	2	3	4	19	0.5	5.9	-6
Cc1noc(/C=C/c2ccc(-c3ccccc3Cl)o2)c1[N+](=O)[O-]	-307	10	nt	7	-2	-12	26	-0.5	-0.7	14
CCOC(=O)Cc1csc(NC(=O)c2ccc(Cl)nc2)n1	-9	4	nt	3	0	-4	23	-0.6	-0.4	1

A run of entries from the list above, as a working copy:
SMILES	MazF activator	SSB-PriA inh	TcdB GH inh	SARS 3CLpro inh	Rv3671c protease	Y pestis TopoI	VHR inh abs	PfHsp40 rescue	Vc quorum ag	Anthrax LF prot
O=S(=O)(Nc1ccc(-c2cn3cccnc3n2)cc1)c1ccccc1	-13	-8	-2.1	4	-6	5	31	-0.5	-0.2	-4
O[C@H]1C2CCC1C(N1CCCCC1)CC2 (stereo partly specified)	8	-8	nt	0	4	-2	7	-1.6	-0.4	-4

Fetched one by one from above, six records:
SMILES	MazF activator	SSB-PriA inh	TcdB GH inh	SARS 3CLpro inh	Rv3671c protease	Y pestis TopoI	VHR inh abs	PfHsp40 rescue	Vc quorum ag	Anthrax LF prot
C/C(CCC(C)C)=N\Nc1ccc(S(N)(=O)=O)cc1[N+](=O)[O-]	3	nt	-3.4	5	2	-3	-2	0.3	i	-5
Cc1ccc2oc(C(=O)N(Cc3ccc(N(C)C)cc3)CC3CCCO3)c(C)c2c1 (stereo unspecified)	2	16	0.7	-5	0	21	-15	14	i	0
Cn1c(=O)c2nnn(/N=C(\c3ccccc3)C3CC3)c2n(C)c1=O	3	nt	nt	-4	1	4	19	1.0	nt	0
COc1ccc2c(c1)c(=O)oc1c(C)c(OC(C)C(=O)N[C@@H](Cc3c[nH]c4ccc(O)cc34)C(=O)O)ccc12 (stereo partly specified)	-5	7	1.6	8	-12	4	12	0.3	-0.4	-6
O=S(=O)(Nc1ccc(-c2cn3cccnc3n2)cc1)c1ccccc1	-13	-8	-2.1	4	-6	5	31	-0.5	-0.2	-4
O=C(NCc1nc(-c2ccc(C(F)(F)F)cc2)no1)Nc1ccc(F)cc1F	-20	-10	0.2	-1	-3	0	20	-0.6	-0.2	nt

Next results follow.
SMILES	MazF activator	SSB-PriA inh	TcdB GH inh	SARS 3CLpro inh	Rv3671c protease	Y pestis TopoI	VHR inh abs	PfHsp40 rescue	Vc quorum ag	Anthrax LF prot
CSc1ccccc1NC(=O)COc1ccc(Cl)cc1	-10	-59	nt	0	-6	10	-2	2.4	i	2
CC(C)[C@H](NS(=O)(=O)c1ccccc1)C(=O)OCC(=O)NCc1ccc2c(c1)OCO2	10	-5	3.8	nt	-2	17	nt	-1.3	i	-4
Clc1ccccc1OCCCCN1CCNCC1	7	-8	1.3	2	6	-3	-4	-2.6	-1.6	3
Cc1ccc(NS(=O)(=O)c2ccc3[nH]c(=O)oc3c2)cc1Cl	-10	-4	-1.9	nt	-11	-2	nt	-0.2	i	3
Nc1nc2c(ncn2[C@H]2C[C@H](O)[C@@H](CO)O2)c(=O)[nH]1	14	2	1.5	nt	-3	2	nt	-1.2	3.6	0
CCCCC(=O)Nc1sc2c(c1C(=O)OCC)CCC(C=O)=C2Cl	nt	nt	nt	3	-1	8	-4	-0.7	0.9	4
Cc1c(C(=O)NCc2ccco2)oc2ccc(Br)cc12	0	-10	0.2	nt	nt	-9	nt	2.3	-6.2	2

This is a subset; rates above refer to the full screens.
